# TRPC4 agonist = opens the mouse TRPC4 cation channel; Q9QUQ5; HEK293 TRPC4beta/mu-opioid, Fluo4 calcium fluorescence; hits give high values; B-score at 10 µM; 0.49% of 310,000 active; AID 2237;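 active = B-score above 5 SD of library B-scores, and initial fluorescence ratio not above library mean plus 5 SD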;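 note: positive B-score marks a calcium rise read as TRPC4 activation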
#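 Assay system – TRPC4beta and mu-opioid receptor HEK293 stable cells · Measured by – Fluo4 fluorescence, kinetic · Schedule – dye loading 45 min room temperature, 110 s kinetic read · Read-out – B-scored integrated calcium fluorescence ratio · Controls – buffer and maximal DAMGO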
# HIF activator = HIF pathway transcriptional activation | U2OS HRE-luciferase reporter, luminescence; normalized: DMSO 0%, desferrioxamine 100% | activation, % at 7.5 µM (by protocol) | 0.32% of 300,000 active | AID 1910;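 active = mean activation of at least 10% of the iron chelator positive control signal, with at least half of replicates also reaching 10%; inconclusive = mean and replicate majority disagree about reaching 10%; inactive = mean and most replicates under 10%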
# TRPC6 act = activators of mouse TRPC6 channel | Q61143 | HEK293-TRPC6 membrane potential dye fluorescence; hits give high values | B-score at 10 µM | 0.13% of 310,000 active | AID 2550;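 active = B-score of the integrated fluorescence ratio above library mean plus 3 SD, and starting fluorescence ratio within library mean plus 5 SD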;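 note: higher score means more depolarization so channel activation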
# MrgX1 antagonist = antagonists of human MrgX1 receptor; MRGX1-HEK293 calcium flux, Fluo-4, BAM8-22 antagonism; hits give low values; B-score at 10 µM; 1.3% of 310,000 active; AID 588676;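 active = calcium-response B-score plate-corrected more than 3 library SD below zero, starting fluorescence within 5 deviations, no agonist response on first addition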;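 note: peak minus trough fluorescence over baseline after final BAM8-22 challenge near maximal dose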
# Target sequence (Q96LB2 whole entry, looked up): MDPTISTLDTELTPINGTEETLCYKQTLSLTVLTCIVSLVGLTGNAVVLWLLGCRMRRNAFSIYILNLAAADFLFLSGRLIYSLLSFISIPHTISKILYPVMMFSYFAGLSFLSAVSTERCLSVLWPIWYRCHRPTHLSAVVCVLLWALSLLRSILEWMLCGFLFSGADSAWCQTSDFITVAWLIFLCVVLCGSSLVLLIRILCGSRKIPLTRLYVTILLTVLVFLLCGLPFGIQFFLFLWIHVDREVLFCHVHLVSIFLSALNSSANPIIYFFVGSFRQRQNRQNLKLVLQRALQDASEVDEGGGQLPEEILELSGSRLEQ
# aSyn UTR inh = 5' untranslated region of α-synuclein, MLPCN primary screen | inhibition, % (tested at 7.5 µM) | 0.82% of 300,000 active | alpha-synuclein 5'UTR reporter, inhibitor activity; in the data active = inhibition above about 60%; inconclusive = no clear call, values can overlap the other calls;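 note: H4 neuroglioblastoma cells stably carrying SNCA 5'UTR luciferase fusion; 0% = DMSO wells and 100% = positive control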
# TRPC4 inh = blocks the mouse TRPC4 cation channel; Q9QUQ5; HEK293 TRPC4beta/mu-opioid, DAMGO-evoked Fluo4 calcium flux; hits give low values; 0.39% of 300,000 active; B-score at 10 µM; AID 2247;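 active = B-score over 3 SD under the library average, no early fluorescence shift, positive overall ratio signal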
#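 Assay system: HEK293 cells with stable TRPC4beta plus mu-opioid receptor expression; Probe or stimulus: DAMGO in two steps, submaximal then maximal; Dosing: single-point compound dosing; Measured by: Fluo4 calcium-dye fluorescence, kinetic read; Read-out basis: B score from integrated Fluo4 fluorescence ratio.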
# KLF5 inh = inhibitors of KLF5 expression. DLD-1 KLF5 promoter-luciferase reporter, luminescence. inhibition, % at 5 µM. 0.23% of 290,000 active;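 active = inhibition above a per-plate limit of that plate's mean compound inhibition plus 3 SD, cut at about 60% in these data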;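 note: 0% = DMSO wells and 100% = LY294002 at 200 µM; higher means less KLF5 promoter-driven luciferase light; inactives centre near -14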
# TRPC4 potent = allosterically enhances the mouse TRPC4 cation channel; Q9QUQ5; HEK293 TRPC4beta/mu-opioid, DAMGO EC20, Fluo-4 Ca2+ flux; hits give high values; B-score at 10 µM; 0.42% of 310,000 active;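 active = B-score of calcium response area above 5 SD of library B-scores, with initial fluorescence ratio within 5 SD of library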;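 note: B-score of integrated fluorescence ratio over time as area under calcium response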
# TRPC6 inh = mouse TRPC6 channel inhibition; HEK293-TRPC6, membrane potential dye, ACh-evoked depolarization; hits give low values; 1.1% of 310,000 active; AID 2553; B-score at 10 µM; Q61143;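 active = B-score under library mean minus 3 SD, initial fluorescence not abnormally high, positive integrated signal ratio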;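 note: B-score derived from integrated fluorescence ratio over the kinetic read; more negative B-score means stronger inhibition of depolarization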
# IEC-6 cytotox = counter-screen for KLF5 inhibitors: cytotoxicity in IEC-6 cells; IEC-6 cytotoxicity, luminescence viability; inhibition, % at 5 µM; 0.78% of 290,000 active; AID 1825; in the data active = inhibition above about 22%;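 note: 0% = plate median of test compound wells and 100% = cytotoxic reference compound wells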
# SKKanGAS inh = blocks kanamycin growth of S. pyogenes SKKanGAS strain; BacTiter-Glo, 6 h; inhibition, % at 7.5 µM; 1.3% of 300,000 active; AID 1662;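 active = mean replicate score, as percent of positive control median, at least 50; inconclusive = mean below 50 but one replicate at or above 50; inactive = mean and every replicate below 50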;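 note: strain carries kanamycin resistance gene driven by streptokinase promoter and grows in 40 µg/ml kanamycin; loss of luminescence reflects streptokinase promoter inhibition or plain growth inhibition; 0% = median of DMSO wells and 100% = positive control at its reference dose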
# * marks the source's active call; other numbers are inactive results; i = inactive; ? = inconclusive; / = not tested or not shown.
smiles	TRPC4 agonist	HIF activator	TRPC6 act	MrgX1 antagonist	aSyn UTR inh	TRPC4 inh	KLF5 inh	TRPC4 potent	TRPC6 inh	IEC-6 cytotox	SKKanGAS inh
CN(C)c1ccc(C(C(=O)NC2CCCCC2)N(Cc2ccco2)C(=O)c2snc(C(N)=O)c2N)cc1 (stereo not drawn)	i	1.4	i	i	-5	i	-5	i	i	-3	4
C[C@@H](NC(=O)[C@@H]1Cc2ccccc2CN1C(=O)OC(C)(C)C)C(=O)NC1CCCCC1	i	-0.1	i	i	-4	i	-16	i	i	8	1
Cc1c(C(=O)NC(C(C)C)C(C)C)cccc1[N+](=O)[O-]	i	0.4	i	i	37	i	-14	i	i	6	0
CC(=O)Nc1cc(C(C)(C)C)c(O)c(C(C)(C)C)c1	i	-0.3	i	i	4	i	-8	i	i	1	0
Cc1cc(Cl)ccc1OCC(=O)NCC(c1cccs1)N1CCOCC1 (stereo not drawn)	i	0.2	i	i	-1	i	/	i	i	/	2
O=C(Nc1cccc([N+](=O)[O-])c1)Nc1ccc2c(c1)OCCO2	i	3.5	i	i	-129	i	-100	i	i	-7	-20
COc1ccc(-c2csc3ncnc(N4CCN(S(=O)(=O)c5cccc(Br)c5)CC4)c23)cc1	i	0.7	i	i	-9	i	/	i	i	/	-6
O=C1OC(c2ccc(F)cc2)=N/C1=C\C=C/c1ccccc1	i	-1.4	i	i	-3	i	-27	i	i	-4	-3
Cc1ccc(C)c(S(=O)(=O)Nc2ccc(O)cc2)c1	i	-0.5	i	i	8	i	-15	i	i	-1	14
N#C/C(=C\c1ccccc1[N+](=O)[O-])C(=O)Nc1ccc(S(N)(=O)=O)cc1	i	-0.3	i	i	13	i	-24	i	i	2	-2
Cc1nc(N2CCOCC2)[nH]c(=O)c1[N+](=O)[O-]	i	0.7	i	i	10	i	-29	i	i	4	1
O=C(COC(=O)c1n[nH]c2ccccc12)Nc1cccc(S(=O)(=O)N2CCOCC2)c1	i	-0.6	i	/	-13	i	-8	i	i	4	-10
O=C1CCCC2=C1C(c1cccs1)Nc1ccccc1N2 (stereo not drawn)	i	-1.1	i	i	12	i	2	i	i	4	3
CCC(=O)N1c2ccc(S(=O)(=O)N3CCN(c4ccc([N+](=O)[O-])cc4)CC3)cc2CC1C (stereo not drawn)	i	0.1	i	i	21	i	1	i	i	4	2
CCOC(=O)c1cnc2c(ccc3ccccc32)c1Cl	i	2.7	i	i	-87	i	-2	i	i	-5	-3
O=C(CN1CCC(O)(c2cccc(C(F)(F)F)c2)CC1)NCCc1ccccc1	i	0.0	i	i	-1	i	-13	i	i	-4	2
CCCn1c2ccccc2c2nnc(SC(CC)C(=O)Nc3sc4c(c3C#N)CCCC4)nc21 (stereo not drawn)	i	-0.9	i	i	28	i	-23	i	i	4	28
COc1ccc(OC2CCN(S(=O)(=O)c3ccccc3)CC2)cc1	i	-38	i	i	11	i	-30	13*	i	0	-4
Fc1ccc(/C=N/N2CCOCC2)c(F)c1	i	-0.4	i	i	-13	i	-11	i	i	2	3
CCCCNC(=S)N/N=C/C1=CCC2CC1C2(C)C (stereo not drawn)	i	-0.1	i	i	25	i	-24	i	i	7	-1
Cc1nn(C(C)C(=O)Nc2sc3c(c2C#N)CCCC3)c(C)c1[N+](=O)[O-] (stereo not drawn)	i	0.1	i	i	16	i	-16	i	i	1	-6
CC(=O)c1c(C)[nH]c(C(=O)Nc2ccc(Cl)c(S(=O)(=O)N(C)C)c2)c1C	i	3.8	i	i	-174	i	-64	i	i	5	-3
Cc1csc(NC(=O)c2ccc(C)c(S(=O)(=O)N3CCCCC3)c2)n1	i	-0.1	i	i	6	i	-18	i	i	-4	2
O=C(NCC1CC1)Nc1ccc(Cl)cc1	i	1.5	i	i	-79	i	-78	i	i	7	5
Cc1ccc(NC(=O)Cn2nnc(C(=O)NCc3cccs3)c2N)cc1	i	-0.2	i	i	1	i	-31	i	i	1	-18
Cc1ccc(-c2nn(C)c(=O)c3ccccc23)cc1CO	i	0.1	i	i	13	i	-24	i	i	-5	-1
COC(=O)C(NC(=O)c1ccco1)(Nc1nc(C2CC2)cs1)C(F)(F)F (stereo not drawn)	i	-0.6	i	i	0	i	2	i	i	-10	7
COc1ccc(N2C(=S)NC3N2C(=S)NC3(C)c2ccccc2)cc1 (stereo not drawn)	i	1.5	i	i	-93	i	5	i	i	-1	-4
O=C1CC(c2ccccc2)n2nc(N3C(=O)CCC3=O)nc2N1 (stereo not drawn)	i	-2.9	i	i	17	i	-19	i	i	7	-2
CCOc1ccc(-c2noc(CCC(=O)O)n2)cc1	i	-2.7	i	i	?	i	-21	i	i	4	-6
O=C1[C@H]2[C@@H](c3ccc(Cl)cc3)N3C(=O)N(c4cccc(Cl)c4)C(=O)[C@@]3(Cc3ccccc3)[C@H]2C(=O)N1C1CCCCC1	i	-1.1	i	i	22	i	/	i	i	/	4
O=C(CSc1ncnc2c1oc1ccccc12)N1CCCc2ccccc21	i	0.5	i	i	-20	i	-16	i	i	1	9
COc1ccccc1OC(C)C(=O)Nc1ccc2c(c1)n(C)c(=O)n2C (stereo not drawn)	i	-1.7	i	i	-4	i	-8	i	i	0	-7
Cn1cccc1Cc1nnc(SCC(=O)NCc2ccco2)n1-c1ccc(F)cc1	i	-0.8	i	i	-20	i	-3	i	i	-4	0
CC(C)[C@H]1CC[C@@H](C)C(C(=O)c2ccccc2)C1=O (stereo partly drawn)	i	0.0	i	i	3	i	1	i	i	5	-4
COc1ccc(C/C(C)=N/NC(=O)c2cc(C)oc2C)cc1	i	0.5	i	i	-59	i	-1	i	i	-3	-15
COC(=O)c1c(NC(=O)COC(=O)c2ccccn2)sc(C)c1C	i	0.0	i	i	-1	i	/	i	i	/	-2
COc1ccc(CN(CC(=O)NCC2CCCO2)C(=O)CNS(=O)(=O)c2ccc(C)cc2)cc1 (stereo not drawn)	i	-0.4	i	i	5	i	-7	i	i	6	2
Cc1ccc(O)c(NC(=O)c2onc(C)c2Cl)c1	i	-22	i	i	-56	i	-45	i	i	-4	-5
CC(C)CCn1nnnc1CN1CCN(c2ccccc2)CC1	i	0.0	i	i	-8	i	-13	i	i	-7	8
CC1(C(=O)NC2CCCCCCC2)CCC(=O)N1Cc1cccnc1 (stereo not drawn)	i	0.2	i	i	19	i	-3	i	i	-2	-2
Cc1c(Cl)cccc1NC(=O)CSc1nc2ncc(Cl)cc2[nH]1	i	-0.6	i	i	5	i	-6	i	i	11	-2
CCOc1ccc(OCCC(=O)OCC(=O)N2CCN(c3ccc(OC)cc3)CC2)cc1	i	-0.2	i	i	-4	i	/	i	i	/	-9
COc1cccc2c1c(NC(=O)c1cc(C)on1)nn2C	i	0.3	i	i	3	i	-3	i	i	-2	-4
Cc1nn(CC(=O)N2CCN(c3ccccc3)CC2)c(=O)c2ccccc12	i	-1.1	i	i	12	i	-18	i	i	0	-2
C=CCn1c(COc2ccccc2F)nnc1SCC(=O)Nc1cc(C)on1	i	0.0	i	i	0	i	-4	i	i	2	-4
Cc1nn(Cc2ccccc2Cl)c(C)c1NC(=O)c1noc2c1CCCCC2	i	-0.5	i	i	55	i	-4	i	i	-2	3
Cn1cnnc1SCc1cccc(Br)c1	i	-0.3	i	i	5	i	1	i	i	0	-2
CCCC(=O)N1CCN(c2nc3ccc(Br)cc3s2)CC1	i	2.6	i	i	-142	i	-130	i	i	0	-5
O=C(CCn1ccc2ccccc21)Nc1ccc(N2CCOCC2)cc1	i	-0.6	i	i	8	i	-7	i	i	-2	3
Cc1ccc2ncccc2c1[N+](=O)[O-]	i	-0.1	i	i	-6	i	7	i	i	8	-1
COCCCN(Cc1cccs1)S(=O)(=O)c1c[nH]c(C(=O)OC)c1	i	0.2	i	i	4	i	-16	i	i	2	-2
CC(=O)Nc1cc(-c2nc3ccccc3o2)ccc1Cl	i	1.5	i	i	-77	i	-114	i	i	6	-6
Fc1ccc(-c2n[nH]c(=S)n2Cc2ccccc2)cc1	i	-1.5	i	i	3	i	-12	i	i	-1	-2
O=C(COc1ccc(Cl)cc1Cl)Nc1ccc(CN2CCCCC2)cc1	i	-0.2	i	i	-2	i	-32	i	-5.3*	2	0
O=C(O)C(CCCCN1C(=O)c2ccccc2C1=O)N1C(=O)c2ccccc2C1=O (stereo not drawn)	i	0.1	i	i	4	i	-7	i	i	1	-3
COc1ccc(N(CC(=O)NCc2ccco2)S(C)(=O)=O)cc1	i	/	i	i	-12	i	4	i	i	3	-1
Cc1cc(OCc2nc(-c3cccs3)no2)cc(C)c1Cl	i	0.4	i	i	-18	i	-18	i	i	3	17
O=C(CNC(=O)OCc1ccccc1)NCC(=O)N1CCCC1C(=O)OCc1ccccc1 (stereo not drawn)	i	0.1	i	i	6	i	-4	i	i	0	-5
COc1ccc(-c2cc(C(=O)N/N=C/c3cccnc3)c3ccccc3n2)c(OC)c1	i	-0.3	i	i	36	i	/	i	i	/	6

# Following part
smiles	TRPC4 agonist	HIF activator	TRPC6 act	MrgX1 antagonist	aSyn UTR inh	TRPC4 inh	KLF5 inh	TRPC4 potent	TRPC6 inh	IEC-6 cytotox	SKKanGAS inh
O=S(=O)(NCCc1ccncc1)c1ccc(Br)cc1	i	0.0	i	i	12	i	-23	i	i	-2	1
O=c1c2c([nH]c3ccccc13)CCC2	i	-0.5	i	i	-17	i	-7	i	i	1	-1
COc1ccc(-c2nn(C)c3sc(C(=O)NCc4ccco4)cc23)cc1OC	i	1.6	i	i	0	i	-24	i	i	2	5
Cc1ccc(OCC(=O)N2CCN(C3=NS(=O)(=O)c4ccccc43)CC2)cc1	i	-0.4	i	i	25	i	-11	i	i	-1	9
O=C(Nc1ccc(Cl)cn1)c1cc(S(=O)(=O)N2CCCCC2)ccc1Cl	i	-0.5	i	i	16	i	-5	i	i	-11	7
O=C(Nc1nnc(S(=O)(=O)N2CCCCC2)s1)c1ccccc1Br	i	-0.2	i	i	-8	i	8	i	i	-3	21
CC1CCC(NC(=O)CCN2C(=O)C3C4C=CC(C4)C3C2=O)CC1 (stereo not drawn)	i	0.0	i	i	12	i	-7	i	i	-2	-4
O=C(Nc1nnc(SCc2ccccc2)s1)c1cc2c(s1)CCCC2	i	0.7	i	i	-80	i	-23	i	i	0	4

# Screens (PubChem BioAssay)
